S100A4 MyoIIA: blocks human S100A4 binding to myosin IIA peptide; P26447; S100A4/TAMRA-MyoIIA peptide fluorescence polarization; inhibition, % at 10.7 µM; 360,000 tested, 0.14% active; AID 652163;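 active means mean inhibition of at least 70% across replicates, with every replicate also reaching that level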
Target sequence (P26447 whole entry, looked up): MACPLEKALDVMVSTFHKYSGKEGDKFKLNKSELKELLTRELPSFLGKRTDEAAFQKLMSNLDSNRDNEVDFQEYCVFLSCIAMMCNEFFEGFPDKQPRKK
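Material: human S100A4 monomer with TAMRA-labelled myosin IIA peptide; buffer or medium: HEPES pH 7.2 with CaCl2, KCl, NaCl, DTT, Triton; compound dosing: one concentration per compound; schedule: 5 min incubation before reading; benchmarks: neutral control DMSO, positive control TFP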
PAX8 reporter: lowers PAX8-driven luciferase in RMG-I cells; inhibition, % at 12.6 µM; RMG-I TPO-luciferase reporter, SteadyGlo, 24 h; 360,000 tested, 1.2% active;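 active means mean replicate inhibition at least 60% with every replicate also reaching 60%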;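 further: luciferase light reporting Pax8 driven TPO promoter activity; plate controls were median of neutral control wells for no effect and mitoxantrone controls for full effect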
PglD DTNB: inhibitors of Campylobacter jejuni PglD acetyltransferase. purified PglD enzyme, DTNB colorimetric CoA detection. AID 602405. 360,000 tested, 0.098% active. inhibition, % at 12.5 µM; in the data active means inhibition above about 16%, passing the limit was not always enough; further: strong numbers were not always called active
LGR2 inh: inhibitors of bursicon-induced Drosophila LGR2 receptor cAMP signaling | inhibition, % at 9.99 µM | 380,000 tested, 0.35% active | HEK293 LGR2, CRE-luciferase, bursicon-stimulated, 4 h | AID 720647;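 active means drop in luminescence signal, shown as inhibition above about 50% in the replicate tests, limit read from the data, passing the limit was not always enough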;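 further: agonist challenge used bursicon conditioned medium at about half maximal strength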
PGC1a acetyl inh: PGC1a acetylation modulation, inhibitor mode; 350,000 tested, 0.17% active; inhibition, % at 15.6 µM; U2OS PGC1a acetylation, AlphaScreen anti-acetyl-lysine; with virally co-expressed GCN5 acetyltransferase; AID 651687;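 active means every replicate shows inhibition of at least 40%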;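 further: 0% = neutral control wells and 100% = positive control wells; some results beyond the cut were filed as inactive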
FN deposition inh: fibronectin deposition inhibition. AH1F fibroblasts, Alexa488-fibronectin deposition fluorescence, overnight. inhibition, % at 12.6 µM. 350,000 tested, 0.086% active;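 active means mean inhibition across replicates of 30% or more, regardless of how many single replicates reach that level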;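 further: positive control wells lacked labelled fibronectin entirely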
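Measured by – fluorescence 485/525 nm · System – AH1F fibroblast monolayer, labelled fibronectin deposition · Amount – 10000 cells per well · Buffer or medium – serum-reduced DMEM (2% serum) · Doses – single dose, pinned · Also added – fluorescent fibronectin at 24 nM final · Schedule – 1 h cell attachment, overnight exposure to compound and label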
ERAP1 HTS inh: ERAP1 (human) enzyme inhibition; inhibition, % at 10.7 µM; recombinant ERAP1, Leu-AMC fluorescence, 60 min; 340,000 tested, 0.15% active; Q9NZ08;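 active means mean replicate inhibition of at least 30%, or all replicates individually reaching that 30% level; inactive means mean below 30% and not every replicate reaching it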;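 further: 0% = neutral control wells and 100% = L-leucinethiol positive control wells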
Target sequence (Q9NZ08 whole entry, looked up): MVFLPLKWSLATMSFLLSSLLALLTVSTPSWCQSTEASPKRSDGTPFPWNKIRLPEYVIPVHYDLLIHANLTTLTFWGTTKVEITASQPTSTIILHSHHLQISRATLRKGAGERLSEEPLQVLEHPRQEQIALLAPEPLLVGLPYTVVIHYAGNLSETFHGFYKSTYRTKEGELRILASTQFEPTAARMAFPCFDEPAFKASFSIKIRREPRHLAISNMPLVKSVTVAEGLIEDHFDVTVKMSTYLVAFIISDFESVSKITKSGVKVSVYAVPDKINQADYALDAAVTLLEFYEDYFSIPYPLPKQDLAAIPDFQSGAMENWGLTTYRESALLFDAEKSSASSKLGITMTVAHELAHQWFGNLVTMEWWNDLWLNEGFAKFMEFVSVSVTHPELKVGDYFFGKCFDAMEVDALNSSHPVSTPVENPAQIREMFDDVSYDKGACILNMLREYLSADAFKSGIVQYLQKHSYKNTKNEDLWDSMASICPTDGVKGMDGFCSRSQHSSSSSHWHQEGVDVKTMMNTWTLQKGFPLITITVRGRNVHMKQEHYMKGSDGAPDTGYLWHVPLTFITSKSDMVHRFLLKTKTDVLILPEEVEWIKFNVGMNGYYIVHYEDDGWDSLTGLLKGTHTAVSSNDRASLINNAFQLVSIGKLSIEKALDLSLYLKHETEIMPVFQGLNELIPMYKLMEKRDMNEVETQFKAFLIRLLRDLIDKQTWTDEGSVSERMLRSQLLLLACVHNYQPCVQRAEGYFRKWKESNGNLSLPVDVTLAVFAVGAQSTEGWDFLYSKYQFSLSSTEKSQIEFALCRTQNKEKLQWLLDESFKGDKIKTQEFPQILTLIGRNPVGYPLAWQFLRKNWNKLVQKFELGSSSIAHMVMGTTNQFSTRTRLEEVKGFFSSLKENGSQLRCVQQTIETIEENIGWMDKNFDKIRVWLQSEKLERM
EWS-Fli inh: inhibitors of EWS/Fli oncoprotein transcriptional activity; A673 NR0B1-luciferase reporter, viability-normalised; inhibition, % at 12.6 µM; 350,000 tested, 0.67% active;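 active means mean inhibition of at least 50% after viability correction, with every replicate also passing that limit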;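 further: firefly luciferase signal divided by Alamar Blue viability fluorescence both relative to DMSO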
The depositor's hits bear a star; nt = not tested or not shown.

SMILES | S100A4 MyoIIA | PAX8 reporter | PglD DTNB | LGR2 inh | PGC1a acetyl inh | FN deposition inh | ERAP1 HTS inh | EWS-Fli inh
CNc1ccc(Cl)cc1S(=O)(=O)c1ccccc1[N+](=O)[O-] | 13 | 25 | nt | -1 | nt | -10 | 4 | 19
C[C@H]1CN([C@@H](C)CO)C(=O)c2cc(NC(=O)NC3CCCCC3)ccc2O[C@H]1CN(C)Cc1ccc(C(=O)O)cc1 | -8 | -13 | -2 | -11 | 12 | nt | 2 | nt
Cc1ccc(S(=O)(=O)N2CCCCC2)cc1NC(=O)COC(=O)c1cc[n+]([O-])cc1 | -5 | -12 | nt | -4 | nt | 2 | 1 | -3
CN1CCN(NC(=O)Nc2ccc(Br)cc2Cl)CC1 | -3 | -8 | -4 | 7 | 0 | 2 | 0 | -27
COc1cccc(C(=O)Nc2ccc3c(c2)C(=O)N(C)[C@@H]2CC[C@@H](CC(=O)N[C@H](C)c4ccccc4)O[C@@H]2CO3)c1 | -2 | -3 | 5 | 27 | 5 | 13 | -3 | 4
CCC(=O)N[C@@H]1C=C[C@H](CC(=O)NCC2CCCCC2)O[C@H]1CO | 8 | -21 | 2 | 11 | 11 | nt | 2 | 0
CCS(=O)(=O)N1[C@H](C#N)[C@@H](c2ccc(C3=CCCCC3)cc2)[C@H]1CO | -4 | nt | nt | -7 | -1 | 6 | -1 | -1
O=C(CSc1n[nH]c(-c2ccco2)n1)Nc1ccc(Br)cc1 | -7 | 16 | -5 | 9 | -8 | nt | -6 | nt
C[C@@H]1CN([C@H](C)CO)C(=O)c2cc(-c3cccnc3)cnc2O[C@@H]1CN(C)C(=O)C1CCC1 | -41 | nt | 5 | 10 | 10 | nt | 17 | -7
CCOC(=O)N1CCC(NC(=O)c2ccc3snnc3c2)CC1 | 3 | 20 | 6 | 4 | 4 | 4 | 4 | 8
COC(=O)[C@]1(CC(C)C)N[C@H](c2ccc(-c3cccc(Cl)c3)cc2)[C@@H]2C(=O)N(C)C(=O)[C@@H]21 | -2 | 1 | -1 | 25 | nt | 21 | 3 | 7
COCCSc1nnc(NC(=O)COc2ccc3c(c2)OCO3)s1 | -3 | -9 | 3 | 6 | 23 | -7 | -4 | 4
CN1C[C@H]2[C@@H](c3ccccc31)[C@@H](CO)N2Cc1ccccc1Cl | nt | -2 | 3 | -4 | 16 | 3 | nt | 2
CC(=O)Nc1ccc(S(=O)(=O)NC2CC(=O)N(c3cccc(F)c3)C2)cc1 (stereo not given) | -5 | -16 | 0 | -2 | -3 | nt | 0 | 4
O=C(Cn1ccc(NC(=O)OCc2ccccc2)nc1=O)NCc1ccc2c(c1)OCO2 | -1 | 0 | 6 | -22 | 6 | -1 | 1 | 19
COc1ccc(CCNC(=O)C23CN(Cc4ccccc4)CC2C(c2ccc([N+](=O)[O-])cc2)=NO3)cc1 (stereo not given) | 4 | 6 | -5 | -18 | -13 | 9 | 2 | 2
C[C@@H]1CN([C@H](C)CO)C(=O)CCCn2cc(nn2)CO[C@H]1CN(C)Cc1ccc(C(F)(F)F)cc1 | -12 | nt | -1 | -4 | -9 | 0 | 0 | 3
COc1cc(C(=O)N2CCN(c3ccccn3)CC2)cc(OC)c1OC | 0 | 10 | 3 | -10 | -11 | 8 | 11 | -9
CC(C(=O)Nc1ccccc1)N(C)Cc1cccs1 (stereo not given) | -6 | -7 | -1 | -1 | -11 | -7 | -1 | 11
CCn1c(=O)c([N+](=O)[O-])c(NCc2ccc3c(c2)OCO3)c2ccccc21 | 0 | 9 | 5 | 11 | 5 | 0 | -2 | -6
Cc1ccc(C)c(-n2[nH]c3c4c(ccc3c2=O)C(=O)c2ccccc2C4=O)c1 | nt | -18 | -3 | -8 | 11 | -7 | nt | nt
Cc1cc(-n2c(C)c3c(C)nnc(C)c3c2C)ccc1N | 18 | -12 | nt | nt | nt | 4 | 2 | -2
CCOC(=O)/C(C#N)=C/Nc1cc(C(=O)OCC)cc2c(OC)c(OC)ccc12 | 3 | -5 | 8 | 5 | -4 | 1 | 2 | 3
COc1ccc(S(=O)(=O)N(C)C[C@@H]2OCCCC[C@@H](C)Oc3ccc(N(C)C)cc3C(=O)N([C@@H](C)CO)C[C@@H]2C)cc1 | 7 | 11 | -1 | -3 | -2 | nt | 1 | 4
CC(=O)Nc1ccc(S(=O)(=O)N(C)CC(=O)OCC(=O)N(C)c2ccccc2)cc1 | 4 | -7 | -1 | -18 | 13 | -3 | 3 | 1

At a glance, part of the list above:
SMILES | S100A4 MyoIIA | PAX8 reporter | PglD DTNB | LGR2 inh | PGC1a acetyl inh | FN deposition inh | ERAP1 HTS inh | EWS-Fli inh
CCOC(=O)/C(C#N)=C/Nc1cc(C(=O)OCC)cc2c(OC)c(OC)ccc12 | 3 | -5 | 8 | 5 | -4 | 1 | 2 | 3
COc1ccc(S(=O)(=O)N(C)C[C@@H]2OCCCC[C@@H](C)Oc3ccc(N(C)C)cc3C(=O)N([C@@H](C)CO)C[C@@H]2C)cc1 | 7 | 11 | -1 | -3 | -2 | nt | 1 | 4
CC(=O)Nc1ccc(S(=O)(=O)N(C)CC(=O)OCC(=O)N(C)c2ccccc2)cc1 | 4 | -7 | -1 | -18 | 13 | -3 | 3 | 1

Carrying on.
SMILES | S100A4 MyoIIA | PAX8 reporter | PglD DTNB | LGR2 inh | PGC1a acetyl inh | FN deposition inh | ERAP1 HTS inh | EWS-Fli inh
COC(=O)C1=C(C)N(C)C(=NCc2ccccc2C(F)(F)F)NC1c1ccc(C(F)(F)F)cc1 (stereo not given) | -4 | -4 | nt | 17 | nt | 4 | -1 | 8
Cn1nnnc1SCC(=O)NCc1ccc2c(c1)OCO2 | 4 | -8 | nt | 40 | 2 | 5 | 2 | -17
C[C@H](CO)N1C[C@H](C)[C@@H](CN(C)Cc2ccc(Oc3ccccc3)cc2)Oc2ccc(NS(=O)(=O)c3ccc(Cl)cc3)cc2CC1=O | -42 | 101* | 2 | 21 | 1 | 17 | -5 | 57*
CC(=O)c1cc(CN2CCN(C(C)C)C(CCO)C2)cs1 (stereo not given) | 8 | 18 | nt | 1 | nt | 7 | 4 | 6
CC1Sc2ccc(C(=O)NCc3cccc(C(F)(F)F)c3)cc2NC1=O (stereo not given) | -7 | 10 | 4 | 7 | nt | 5 | 2 | 6
CCC(=O)N1CCC2(CC1)CN(Cc1nccs1)[C@@H](CO)c1c2c2ccc(OC)cc2n1C | -23 | nt | nt | -7 | 30 | nt | 1 | -3
CC(C)NC(=O)N[C@@H]1C=C[C@H](CC(=O)NC2Cc3ccccc3C2)O[C@@H]1CO | 35 | nt | 2 | 3 | 11 | 1 | 1 | nt
COc1cccc(N2[C@@H](CC(C)=O)c3ccc(/C=C/C(C)=O)cc3S2(=O)=O)c1 | 1 | -1 | -2 | 6 | 5 | 2 | 6 | 39
CCCCn1nnnc1C(c1cc2ccccc2o1)N1CCN(C(=O)OC(C)(C)C)CC1 (stereo not given) | 3 | -7 | nt | 16 | nt | -1 | -8 | 10
COCCNC(=O)Cn1nc(-c2ccccc2C)ccc1=O | -1 | 7 | -9 | 14 | 8 | 11 | 1 | 1
COc1c(F)c(F)c(C(=O)Nc2c(C)cc(Br)cc2C)c(F)c1F | -3 | -1 | -1 | -1 | 10 | 6 | -1 | 3
CN(C)C(=O)C[C@H]1CC[C@@H](NC(=O)C2CCOCC2)[C@@H](CO)O1 | 0 | 8 | -4 | -5 | 7 | -1 | 5 | -1
C[C@@H]1CN([C@@H](C)CO)C(=O)c2cccc(NS(=O)(=O)c3ccc(Cl)cc3)c2O[C@@H]1CN(C)Cc1ccncc1 | -10 | 24 | 0 | -2 | 0 | nt | 3 | 9
COc1ccc(C2N(c3cc(Cl)ccc3OC)C(=O)C3CCCN32)c(OC)c1 (stereo not given) | -3 | -7 | 2 | 12 | nt | -6 | -2 | -4
OCC1(Cc2ccccc2)CCCN(Cc2c[nH]c3ccccc23)C1 (stereo not given) | 2 | 12 | nt | 8 | 8 | nt | -2 | 8
CCCCNC(=O)CCSc1nc2nc(C)cc(C)n2n1 | 3 | nt | nt | -5 | 0 | nt | -3 | -4
Cc1cc(C)c(-c2cc(C(=O)Nc3c(C)n(C)n(-c4ccccc4)c3=O)[nH]n2)c(O)c1 | nt | 6 | -4 | nt | -19 | -21 | nt | nt
CCCS(=O)(=O)NC(=O)C1(C)CCN(C(=O)c2c(C)noc2C)C1 (stereo not given) | -1 | -6 | 2 | 10 | -7 | -8 | 10 | -2
CN(C)S(=O)(=O)c1ccc(Cl)c(C(=O)NCC2CCCCC2)c1 | -10 | -11 | 6 | 9 | -4 | -2 | 1 | 0
CCOc1ccc(NC(=O)NCCN2CCN(c3ccccc3F)CC2)cc1 | -2 | 26 | 6 | 6 | 3 | 5 | -3 | 9
CO[C@H](CN(C)S(=O)(=O)c1cccc(Cl)c1)[C@H](C)CN([C@@H](C)CO)S(=O)(=O)c1ccc(Cl)cc1 | 11 | 8 | 0 | 8 | -10 | -13 | -3 | 21
Nc1nc(N(Cc2ccccc2)Cc2ccccc2)nc(C(F)(F)F)n1 | -3 | 5 | 5 | -5 | -14 | -10 | 1 | 1
Cc1ccc(S(=O)(=O)NCC(=O)OCC(=O)N(CCC#N)c2ccccc2)cc1 | 14 | 8 | nt | 8 | nt | 11 | 0 | 0
CCn1ccnc1CN(C)Cc1cn(-c2cc(C)ccc2C)nc1-c1ccccc1 | -5 | 2 | 4 | -8 | 6 | -14 | 0 | 7
CCC(=O)Nc1ccc2c(c1)C(=O)N(C)[C@H]1CC[C@@H](CC(=O)NCCOC)O[C@@H]1CO2 | 2 | -10 | -1 | 1 | 5 | -1 | -2 | -8
Later entries.
SMILES | S100A4 MyoIIA | PAX8 reporter | PglD DTNB | LGR2 inh | PGC1a acetyl inh | FN deposition inh | ERAP1 HTS inh | EWS-Fli inh
O=C(Nc1ccccc1)C1CCN(C(=O)c2ccc(Br)cc2)CC1 | 2 | nt | -3 | -17 | nt | 6 | 2 | 5
CC(NC(=O)C(=O)NN=C1CCCC1)c1ccccc1 (stereo not given) | -7 | -7 | nt | 26 | nt | -8 | -4 | 2
CCOc1ccc2ncc(S(=O)(=O)c3ccccc3)c(N3CCN(c4ccccc4)CC3)c2c1 | 1 | -26 | nt | 0 | 6 | 5 | 1 | -4
CCC(=O)N1CC[C@@H]2[C@@H](CO)N(C)c3ccc(-c4cccc(F)c4)cc3[C@@H]21 | nt | -17 | 0 | 4 | 2 | -8 | nt | 10
O=C(CSc1cccc[n+]1[O-])c1ccc(Cl)s1 | -2 | -2 | nt | -13 | 7 | nt | 3 | -12
CC1(C)NC(=O)N(CC(=O)OCC(=O)c2ccc(Cl)s2)C1=O | 0 | 7 | -4 | -5 | 7 | -4 | 3 | -6
NS(=O)(=O)c1cccc(NC(=O)COC(=O)CC2CC3CCC2C3)c1 (stereo not given) | 0 | -4 | nt | -8 | 1 | -1 | -3 | 3
Cc1cc(C(=O)NNc2ccc(F)cc2)no1 | 0 | 3 | -5 | 4 | 10 | -4 | 7 | 4
CCCOc1cccc(C(=O)NCCNC(=O)c2ccccn2)c1 | 3 | -8 | 1 | -4 | 0 | 3 | -6 | 4
C=C1CCC[C@]2(C)C[C@H]3OC(=O)C(CNC(CC)CO)[C@H]3CC12 (stereo not given in full) | 3 | 52 | 0 | 4 | -2 | -2 | 0 | 14

Ordered by value in LGR2 inh (rising): five from the list above
SMILES	LGR2 inh
O=C(Nc1ccccc1)C1CCN(C(=O)c2ccc(Br)cc2)CC1	-17
CCCOc1cccc(C(=O)NCCNC(=O)c2ccccn2)c1	-4
CCOc1ccc2ncc(S(=O)(=O)c3ccccc3)c(N3CCN(c4ccccc4)CC3)c2c1	0
C=C1CCC[C@]2(C)C[C@H]3OC(=O)C(CNC(CC)CO)[C@H]3CC12 (stereo not given in full)	4
CC(NC(=O)C(=O)NN=C1CCCC1)c1ccccc1 (stereo not given)	26

Screens from PubChem BioAssay.
